yeast bub3: NCI yeast anticancer drug screen, S. cerevisiae bub3 mutant strain. growth inhibition, % at 50 µM. actives 9.9% (n = 78,000);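 also: 0% = growth of vehicle-only cultures of the same strain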
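Compounds were applied to a genetically altered yeast strain carrying a cell-cycle control defect. Growth inhibition was scored against vehicle-treated controls.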
yeast rad50: NCI yeast anticancer drug screen, S. cerevisiae rad50 strain. AID 155. actives 10% (n = 79,000). growth inhibition, % at 50 µM;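 also: 0% = growth of vehicle-only cultures of the same strain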
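A DNA repair-deficient yeast mutant serves as the test organism; compound-induced growth inhibition is calculated against vehicle-treated cells.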
cln2 rad14: NCI yeast anticancer drug screen, S. cerevisiae cln2 rad14 strain. actives 8.3% (n = 78,000). growth inhibition, % at 50 µM;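 also: 0% = growth of vehicle-only cultures of the same strain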
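Yeast carrying cln2 and rad14 alterations (cell cycle control and DNA damage repair) were exposed to compounds. Growth inhibition was measured against vehicle-treated controls.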
sgs1 mgt1: NCI yeast anticancer drug screen, S. cerevisiae sgs1 mgt1 strain. actives 10% (n = 78,000). growth inhibition, % at 50 µM;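 also: 0% = growth of vehicle-only cultures of the same strain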
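Mutant yeast exposed to compound; growth scored against vehicle-only wells.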
mec2-1: NCI yeast anticancer drug screen, S. cerevisiae mec2-1 strain. % growth inhibition at 50 µM. actives 9% (n = 79,000);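 also: 0% = growth of vehicle-only cultures of the same strain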
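Using mec2-1 yeast: add compound, measure growth, express inhibition versus vehicle-treated cultures.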
mlh1 rad18: NCI yeast anticancer drug screen, S. cerevisiae mlh1 rad18 strain. growth inhibition, % at 50 µM. actives 11% (n = 79,000);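 also: 0% = growth of vehicle-only cultures of the same strain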
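In this whole-cell yeast screen, a strain with altered DNA damage repair is challenged with compound, and its growth is measured against matched vehicle-treated controls.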
An asterisk follows results filed as active. Rule as the data show it: active = growth inhibition above about 70%; inactive = the rest. Only part of the results is shown; the hit share may differ from the screen's.

SMILES	yeast bub3	yeast rad50	cln2 rad14	sgs1 mgt1	mec2-1	mlh1 rad18
C[CH2][Sn]([CH2]C)([S]c1nc(O)cc(=O)[nH]1)[S]c1nc(O)cc(=O)[nH]1	22	32	8	-18	42	25
CC(CC(C#N)(c1ccccc1)c1ccccc1)N1CCCCC1 (stereo unspecified)	34	28	12	-23	14	27
COC1=C[C@@H]2C3=C([C@@H]2C1=O)[C@@H](NC(C)=O)CCc1cc(OC)c(OC)c(OC)c13	-15	-10	6	5	-34	-8
CCCC/C=C/C=C/C=C/CCCCCCCC(=O)OCC(COC(=O)CCCCCCC/C=C/C1C=CC(CCCC)C(C(=O)O)C1C(=O)O)OC(=O)CCCCCCC/C=C/C=C/C=C/CCCC (stereo unspecified) (tested in a mixture with another compound)	8	-11	-4	5	-20	0
C/C=C1\C[N+]2(C)C3CC1C(C[O-])(C(=O)OC)C2Cc1c3[nH]c2ccccc12 (stereo unspecified)	1	9	12	2	-12	2
C/C=C1\CN2CC[C@H]1C[C@H]2[C@H](O)c1ccnc2ccc(NCCO)cc12	-2	12	23	6	8	37
c1ccc(CN2CCNCC2)cc1	5	-8	-14	2	-14	-10
CCC[CH2][Sn]([CH2]C)([CH2]C)[CH2]C	21	40	16	36	18	31
CCN(CC)CP(CN(CC)CC)CN(CC)CC	-12	-1	12	6	-20	29
CCOC(=O)C(CC)(CC)C(=O)OCC	-12	-19	-38	-30	-2	4
OC1(c2ccccc2)CC2CCC(C1)N2CCc1ccccc1 (stereo unspecified)	56	64	56	70	43	60
C=C(C)[C@H]1Cc2c(ccc3c2O[C@@H]2COc4cc(OC)c(OC)cc4[C@@H]2C3=O)O1	49	44	28	43	19	53
CNC(C)(C)C(SS)c1ccc(Cl)cc1 (stereo unspecified)	27	26	-3	31	24	27
CC(C)C(Br)C(=O)O (stereo unspecified)	-10	-7	-41	-21	-17	2
NNc1c(C(N)=O)c2c(N)ncnc2n1C1OC(CO)C(O)C1O (stereo unspecified)	5	-1	10	5	38	20
COC(=O)C1C(O)CC2CCC1[N+]2(C)C (stereo unspecified)	37	3	2	12	6	-7
Nc1ccc(S(=O)(=O)F)cc1	-35	-22	17	-35	-54	-22
C=CCC(C)C12CCNC(Cc3ccc(O)cc31)C2C (stereo unspecified)	8	-18	-7	-33	-31	-50
CN1CCC2(O)OCCCC2C1 (stereo unspecified)	-21	30	11	23	15	2
c1cc2n[pH]nc2cn1 (stereo unspecified)	12	6	1	21	11	44
O=[N+]([O-])c1cc(-c2ccccc2)ccc1O	96*	98*	98*	97*	99*	99*
FC(F)(F)c1nnn[n-]1.[Au+].c1ccc([PH+](c2ccccc2)c2ccccc2)cc1	96*	98*	94*	96*	97*	95*
CCC(=O)c1ccc(N)cc1	-5	8	-26	2	4	6
CC(=O)OC(c1cccc(Cl)c1)C(Cl)(Cl)Cl (stereo unspecified)	-30	-19	-32	5	9	16
CCC1(CC)C(=O)C=CNC1=O	-8	18	1	12	-21	8
(cont.)
SMILES	yeast bub3	yeast rad50	cln2 rad14	sgs1 mgt1	mec2-1	mlh1 rad18
NCCNCCN	1	-6	-12	7	-35	18
O=C(c1ccccc1)c1ccc2n[se]nc2c1	17	-32	5	18	10	26
COc1ccccc1N1CCN(CCc2c[nH]c3cc4c(cc23)OCO4)CC1	-2	21	16	10	3	-4
NC(=O)C(F)(F)Cl	-29	13	12	-20	7	-19
O=C1OCC2CCCCC12 (stereo unspecified)	-3	-14	4	0	-13	-2
O=C1[O][Hg][c]2c1cccc2[N+](=O)[O-]	99*	99*	98*	99*	99*	99*
CC(=O)OC1CCC2(C)C(=CCC3C2CCC2(C)C(Oc4ccccc4)CCC32)C1 (stereo unspecified)	-28	-43	4	-34	-28	-46
N.N.N.N.N#N.N#N.[Cl-].[Os+6]	-35	-25	-8	-35	-24	-39
S=C=[N][Sn]([N]=C=S)([c]1ccccc1)[c]1ccccc1.c1ccc2nc(-c3ccc4ccccc4n3)ccc2c1	90*	89*	91*	92*	91*	78*
CCCCCCCCc1ccc(OCCN(CCCl)CCCl)cc1	99*	99*	99*	99*	99*	99*
Cc1cc(Cl)ccc1OC(C)C(=O)O (stereo unspecified)	-13	-2	15	0	-15	-8
O=S(=O)(O)CCBr	-3	-17	-33	1	-26	13

Source: PubChem BioAssay (NCI)
